# TrxR1 inh = qHTS Assay for Inhibitors of Mammalian Selenoprotein Thioredoxin Reductase 1 (TrxR1): qHTS. Potency, µM (titrated, usually from 114 µM), inactives show at the top dose activity change, negative = inhibition, usual class: inhibitors. AID 588453, 2011. Thioredoxin reductase 1, cytoplasmic (Rattus norvegicus), O89049. recombinant rTrxR1, NADPH fluorescence consumption, selenite substrate. 390,000 compounds, 1% hits; also: potency is read from the fitted curve at half-maximal effect; % is scaled to controls: 0 for no effect and ±100 for the full control effect; nearly all actives have a fitted effect of over 65% in size
#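 Rat TrxR1 (90 nM in the dispensed reagent) was pre-reduced with 400 uM NADPH for 5 min at room temperature, then incubated with compound for 15 min. After 400 uM selenite was added, NADPH fluorescence (Ex 340/Em 450 nm) was followed for 8 min.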
# IDH1 R132H inh = qHTS for Inhibitors of mutant isocitrate dehydrogenase 1 (IDH1): qHTS; 390,000 compounds, 0.093% hits; IDH1-R132H enzyme, NADPH consumption, diaphorase/resazurin fluorescence; Potency, µM (highest dose often 76.6 µM), inactives show at the highest dose activity change, negative = inhibition, actives largely listed as inhibitors; also: potency is read from the fitted curve at half-maximal effect; % is scaled to controls: 0 for no effect and ±100 for the full control effect; nearly all actives have a fitted effect of over 65% in size
#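 IDH1-R132H (0.5 ug/mL dispensed) in pH 7.5 Tris buffer was preincubated 30 min with compound, then given a substrate mix of 0.016 mM NADPH and 2 mM alpha-KG for 80 min at room temperature; remaining NADPH was read by diaphorase/resazurin fluorescence.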
# TrxR1 substrate = qHTS Assay for Substrates of Mammalian Selenoprotein Thioredoxin Reductase 1 (TrxR1): qHTS. purified TrxR1 substrate turnover, NADPH consumption readout. 390,000 compounds, 0.01% hits. Thioredoxin reductase 1, cytoplasmic (Rattus norvegicus), O89049. Potency, µM (series often up to 114 µM), for inactives: top-dose activity change, negative = substrate turnover; also: potency is read from the fitted curve at half-maximal effect; % is scaled to controls: 0 for no effect and ±100 for the full control effect; nearly all actives have a fitted effect of over 50% in size
#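 Rat TrxR1, dispensed at 90 nM, was prereduced with 400 uM NADPH (final) for 5 min at ~22 deg C, then incubated with compound 15 min before 400 uM selenite. A first-read NADPH fluorescence drop versus no-compound background flagged substrates.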
# Pin1 inh = qHTS Assay to Find Inhibitors of Pin1 | 390,000 compounds, 0.009% hits | Potency, µM (top dose mostly 115 µM), for inactives: top-dose activity, negative = inhibition, usual class: inhibitors | Pin1 FP peptide displacement, HiFluor488, 10 min | AID 504891, 2011 | Peptidyl-prolyl cis-trans isomerase NIMA-interacting 1 (Homo sapiens), Q13526; active = well fitted inhibition curve with a large enough effect in the polarisation, with a control signal flat, not every such curve was filed as active; inconclusive = small, poorly fitted or top-dose-only effect, or effect the other way, or a change in a side signal; inactive = no such curve, though single readings can be large or run the other way; the % refers to the polarisation; also: potency is read from the fitted curve at half-maximal effect; % is scaled to controls: 0 for no effect and ±100 for the full control effect
# Target sequence (Q13526 whole entry, looked up): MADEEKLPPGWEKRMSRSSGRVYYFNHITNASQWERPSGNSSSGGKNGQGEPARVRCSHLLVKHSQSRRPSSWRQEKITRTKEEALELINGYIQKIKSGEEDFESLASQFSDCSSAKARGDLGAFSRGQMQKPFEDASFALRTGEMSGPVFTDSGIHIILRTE
# USP1-UAF1 inh = Inhibitors of USP1/UAF1: Primary Screen. recombinant USP1/UAF1, Ub-Rhodamine cleavage fluorescence. AID 743255, 2014. 390,000 compounds, 0.23% hits. Ubiquitin carboxyl-terminal hydrolase 1 (Homo sapiens), O94782. Potency, µM (titrated, usually from 57.1 µM), without a hit: at the highest dose activity change, negative = inhibition, actives largely listed as inhibitors; also: potency is read from the fitted curve at half-maximal effect; % is scaled to controls: 0 for no effect and ±100 for the full control effect; nearly all actives have a fitted effect of over 60% in size; inactives centre near -12
#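 USP1/UAF1 complex at 1 nM was preincubated with compound for 15 min at room temperature, then Ub-Rho substrate (150nM final) was added. Fluorescence (480/540 nm) was read kinetically, 6 reads every 60 seconds.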
# Tb PGK inh = qHTS Assay to Find Inhibitors of Phosphoglycerate Kinase; Potency, µM (series often up to 57.5 µM), for inactives: at the highest dose activity change, negative = inhibition, most hits filed as inhibitors; PGK/GAPDH coupled, Kinase-Glo luminescence, 60 min; Phosphoglycerate kinase, glycosomal (Trypanosoma brucei brucei), P07378; 380,000 compounds, 0.043% hits; also: potency is read from the fitted curve at half-maximal effect; % is scaled to controls: 0 for no effect and ±100 for the full control effect; nearly all actives have a fitted effect of over 60% in size
# Target sequence (P07378 whole entry, looked up): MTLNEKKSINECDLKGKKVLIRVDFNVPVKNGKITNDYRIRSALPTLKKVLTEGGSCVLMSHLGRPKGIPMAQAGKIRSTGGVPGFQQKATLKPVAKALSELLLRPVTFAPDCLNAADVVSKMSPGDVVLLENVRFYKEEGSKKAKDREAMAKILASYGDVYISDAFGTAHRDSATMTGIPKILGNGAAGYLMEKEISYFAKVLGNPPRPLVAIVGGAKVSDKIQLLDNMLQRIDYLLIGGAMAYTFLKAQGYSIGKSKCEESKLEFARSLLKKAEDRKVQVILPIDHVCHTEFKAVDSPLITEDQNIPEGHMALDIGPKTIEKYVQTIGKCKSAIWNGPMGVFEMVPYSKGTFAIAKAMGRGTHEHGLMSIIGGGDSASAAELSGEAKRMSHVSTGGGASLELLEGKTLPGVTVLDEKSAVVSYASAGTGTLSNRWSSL
#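 Recombinant glycosomal PGK reaction used 1,3-bisphosphoglycerate generated in-well by GAPDH (100nM final) in 100mM TEA pH 7.6, 5mM MgCl2, 0.01% Tween-20. After 60 minutes at room temperature, ATP was read by Kinase-Glo Plus luminescence end-point.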
# PI4K2A inh = qHTS for small molecular inhibitors of PI4K2A; Phosphatidylinositol 4-kinase type 2-alpha (Homo sapiens), Q9BTU6; purified PI4K2A, ADP-Glo luminescence, 1 h; active compounds read low; activity change, negative = inhibition, % at 76.9 µM; 420,000 compounds, 0.13% hits; AID 1346378, 2018; in the data active = activity change below about -50%; inconclusive = mostly about -30% to -49%;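 also: -100% = wells without enzyme as full effect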
#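 ADP-Glo luminescence measured ADP generated by PI4K2A enzyme (4 ug/mL before mixing) with 1.2 mM PI substrate (pre-mix) and 300 microM ATP (pre-mix). Tris pH7.5 buffer with MgCl2, Triton X-100; 1 h reaction at ambient temperature.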
# GLS inhibitor = qHTS for Inhibitors of Glutaminase (GLS) | Glutaminase kidney isoform, mitochondrial (Homo sapiens), O94925 | GLS enzymatic activity, qHTS titration | Potency, µM (highest dose often 45.5 µM), without a hit: at the highest dose activity change, negative = inhibition, usual class: inhibitors | 410,000 compounds, 0.21% hits | AID 624170, 2012; also: potency is read from the fitted curve at half-maximal effect; % is scaled to controls: 0 for no effect and ±100 for the full control effect
#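 Two-point fluorescence kinetic (t0, 30 min RT) for hKGA; glutamate detected via glutamate oxidase–HRP–Amplex Red. Substrate: 1 mM L-glutamine solution; buffer 45 mM KH2PO4, pH 8.2.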
# HP1b chromo inh = HTS for Inhibitors of HP1-beta Chromodomain Interactions with Methylated Histone Tails | Chromobox protein homolog 1 (Homo sapiens), P83916 | AlphaScreen HP1-beta / biotin-H3K9me3 peptide binding | Potency, µM (top dose mostly 114 µM), for inactives: top-dose activity change, negative = inhibition, hits mostly inhibitors | 390,000 compounds, 0.56% hits; also: potency is read from the fitted curve at half-maximal effect; nearly all actives have a fitted effect of over 70% in size; inactives centre near 23
# Target sequence (P83916 whole entry, looked up): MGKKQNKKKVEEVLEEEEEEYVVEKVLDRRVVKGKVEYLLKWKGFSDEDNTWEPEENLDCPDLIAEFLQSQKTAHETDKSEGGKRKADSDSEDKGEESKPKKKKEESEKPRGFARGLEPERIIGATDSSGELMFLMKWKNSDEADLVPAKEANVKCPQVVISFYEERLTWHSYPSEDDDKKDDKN
#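 Compound inhibition of the preformed complex between 50 nM HP1-beta and 50 nM biotinylated H3K9me3 peptide was read by AlphaScreen. Buffer was PBS pH 7.4 with 0.01% Tween-20. Incubations ran 30 min at room temperature, with 10 ug/mL donor/acceptor beads.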
# Active calls of the source: *; i = inactive; ? = inconclusive; · = not tested or not shown; [ ] = remark or other dose. Unless noted, calls follow the shape of the dose curve; as a rule, active = well fitted curve in the direction sought with a large enough effect; inconclusive = small, poorly fitted or top-dose-only effect, or another doubt; inactive = no such curve, though single readings can be large; an effect the other way counts as inactive or inconclusive. These rows are one share of the data; rates above refer to the full screens.
# The opening 2 compounds, to show the layout:
nr	compound	TrxR1 inh	IDH1 R132H inh	TrxR1 substrate	Pin1 inh	USP1-UAF1 inh	Tb PGK inh	PI4K2A inh	GLS inhibitor	HP1b chromo inh
1	Cc1cccc(NC(=O)c2c(-c3ccccc3)noc2C)n1	10%[57.1 µM]	0%	6%[57.1 µM]	0%	-12%	6%	2	4%	13%
2	CCSc1ncc(Cl)c(C(=O)Nc2c(C(=O)c3ccc(C)c(F)c3)oc3ccccc23)n1	31%	2%	10%	-6%	-22%	-1%	-7	-5%	40%[activator]

# Main list, repeating the preview:
nr	compound	TrxR1 inh	IDH1 R132H inh	TrxR1 substrate	Pin1 inh	USP1-UAF1 inh	Tb PGK inh	PI4K2A inh	GLS inhibitor	HP1b chromo inh
1	Cc1cccc(NC(=O)c2c(-c3ccccc3)noc2C)n1	10%[57.1 µM]	0%	6%[57.1 µM]	0%	-12%	6%	2	4%	13%
2	CCSc1ncc(Cl)c(C(=O)Nc2c(C(=O)c3ccc(C)c(F)c3)oc3ccccc23)n1	31%	2%	10%	-6%	-22%	-1%	-7	-5%	40%[activator]
3	Clc1cccc(-n2ncc3c(N4CCN(Cc5ccccc5)CC4)ncnc32)c1	9%[57.1 µM]	-2%	-1%[57.1 µM]	0%	-27%	i	-2	-2%	18%
4	O=C(CN1CCN(c2ccccn2)CC1)N1CC(O)CO1 (centres undefined)	-2%	1%	0%	2%	-15%	2%	2	-13%	51%[activator]
5	Cc1ccc2occ(/C=N/NC(=O)c3ccccc3Br)c(=O)c2c1	22%	-12%	11%	-1%	-12%	-8%	-2	4%	39%[activator]
6	O=C(Nc1ccccc1C(=O)NCCCN1CCOCC1)c1ccccc1	20%	-5%	2%	-4%	-21%	2%	1	-5%	45%[activator]
7	O=C(CNC1CCCCC1)N1CCc2ccccc2C1	-17%	-3%	-12%	9%	-2%	7%	6	6%	-10%
8	CCCSc1nnc2c(n1)OC(c1sccc1C)Nc1ccccc1-2 (centres undefined)	?	-3%	-18%	·	7%	-1%	1	7%	15%
9	Cc1oc2cc3c(C(=O)N4CCCCC4)c(C)oc3cc2c1C(=O)N1CCCCC1	24%	2%	12%	-8%	-10%	·	0	7%	-13%
10	COc1ccc(CN(Cc2ccc(C(=O)O)cc2)C(=S)Nc2cc(C)cc(C)c2)cc1OC	6%[2.29 µM]	2%	3%[2.29 µM]	1%	-16%	-2%	3	4%	33%
11	COc1ccc(NS(=O)(=O)c2ccc(NC(=O)c3ccc(N(C)S(C)(=O)=O)cc3)cc2)c(OC)c1	-10%	3%	-7%	1%	-16%	i	6	0%	13%
12	CCCCCCc1ccc(OC(=O)c2ccncc2)cc1	20%	8%	-4%	2%	-8%	·	3	1%	133%[activator]
13	CN(C)N=Nc1ccc2nc[nH]c2c1	-3%	26%	-8%	3%	-24%	-7%	-2	-6%	?
14	CN(Cc1nc(Cc2ccccc2F)no1)[C@@H]1CS(=O)(=O)C[C@H]1O	8%	5%	-2%	-3%	2%	2%	3	4%	34%
15	COc1ccc(-n2nc([N+](=O)[O-])c(=NCCc3ccc(C)cc3)n2O)cc1	10%	5%	0%	-6%	-32%	-10%	2	0%	?
16	COc1ccc(/C=C/c2nc(C#N)c(NCc3ccc(C)cc3)o2)cc1OC	-25%	-1%	28%	9%	-3%	-5%	-8	-6%	-2%
17	COc1ccc(NC(=O)Cc2ccccc2)cn1	13%[57.1 µM]	-9%	6%	?	-12%	16%	2	0%	-11%
18	CCC(=O)N1CCN(c2ccc(NC(=O)c3ccc4c(c3)OCCO4)cc2)CC1	0%	4%	-4%	9%	-2%	-8%	-4	13%	23%
19	CCOC(=O)c1cccc(NC(=O)C2CCN(S(=O)(=O)c3c(C)noc3/C=C/c3ccc(C)cc3)CC2)c1	20%[57.1 µM]	9%	-1%[57.1 µM]	6%	-23%	i	-6	-5%	25%[57 µM]
20	CCn1cc(/C=C(\NC(=O)c2ccccc2OC)C(=O)NCCCn2ccnc2)c2ccccc21	-6%	0%	-4%	-1%	-21%	9%	-1	22%	18%
21	O=C(Cc1csc(N2CCOCC2)n1)N/N=C/c1ccccc1C(=O)O	-12%	-1%	-3%	0%	-4%	-7%	0	0%	10%
22	Cc1cccc(C)c1NC(=O)C(=O)NCC1CCCN1S(=O)(=O)c1cccs1 (centres undefined)	8%[57.1 µM]	-8%	3%[57.1 µM]	6%	-14%	-1%	-1	-10%	55%[activator]
23	Cc1cc(/C=C2/NC(=O)NC2=O)c(C)n1-c1ccccn1	-25%	-1%	-14%	-1%	3%	9%	-6	8%	?
24	O=C(Cn1cc(C(F)(F)F)ccc1=O)N1CCN(S(=O)(=O)c2ccc(Cl)cc2)CC1	-5%	-1%	-3%	-4%	-8%	6%	3	6%	46%[activator]
25	O=C(c1ccc(F)cc1F)N1CCC(c2nc(-c3ccc(S(=O)(=O)N4CCCC4)cc3)no2)CC1	16%	11%	-2%	0%	-26%	-5%	-5	0%	39%
26	CC1Cc2cc(S(=O)(=O)NCCc3ccccc3)ccc2N1C(=O)C1CC1 (centres undefined)	17%	-13%	-2%	3%	-12%	i	-4	2%	25%
27	Cn1c2ccccc2c2cc(/C=N/NC(=O)c3ccccc3F)ccc21	82%[activator]	4%	68%[activator]	16%	-20%	-1%	-2	-15%	23%
28	CC(C(=O)c1c[nH]c(C(N)=O)c1)c1ncc(C(F)(F)F)cc1Cl (centres undefined)	22%[57.1 µM]	5%	5%[57.1 µM]	3%	-14%	-9%	-1	0%	36%[activator]
29	CCOC(=O)N1CCC(n2c(SCC(=O)N3CCCC3)nc3ccccc3c2=O)CC1	17%	-7%	8%	-6%	-13%	4%	13	·	25%
30	CC(C)(CNC(=O)CCC1CCCC1)CNC(=O)CCC1CCCC1	8%	-5%	3%	6%	-17%	-1%	5	-2%	30%

# As entered above.
# Cc1oc2cc3c(C(=O)N4CCCCC4)c(C)oc3cc2c1C(=O)N1CCCCC1 – Pin1 inh = -8%
# CCOC(=O)c1cccc(NC(=O)C2CCN(S(=O)(=O)c3c(C)noc3/C=C/c3ccc(C)cc3)CC2)c1 – GLS inhibitor = -5%
# O=C(CN1CCN(c2ccccn2)CC1)N1CC(O)CO1 (centres undefined) – TrxR1 inh = -2%

# (list continues)
nr	compound	TrxR1 inh	IDH1 R132H inh	TrxR1 substrate	Pin1 inh	USP1-UAF1 inh	Tb PGK inh	PI4K2A inh	GLS inhibitor	HP1b chromo inh
31	COc1cc(CCC(=O)OCC(=O)Nc2c(C)cc(C)cc2C)cc(OC)c1OC	-1%	2%	-4%	-6%	-14%	1%	-4	1%	43%[activator]
32	O=C(Nc1ccc2c(c1)OCO2)N1CCN(C(=O)C2CCCO2)CC1 (centres undefined)	-4%	-3%	0%	-2%	1%	5%	-6	17%	44%[activator]
33	Cc1cccc(C(=O)NC2CC3CCC(C2)N3C)c1 (centres undefined)	-4%	-2%	-6%	1%	-5%	i	1	1%	5%
34	CC1CC(C)CN(C2CCCCC2NS(=O)(=O)c2ccc(Cl)cc2)C1 (centres undefined)	27%	-7%	1%	-5%	-9%	2%	1	0%	25%
35	O=C(CCN1CCN(c2ccccc2F)CC1)Nc1ccccc1Cl	15%[57.1 µM]	5%	-11%	-2%	-8%	i	-4	-9%	14%
36	CCN(CC)CCCNC(=O)c1sc2nc3n(c(=O)c2c1C)CCCCC3	-3%	0%	0%	-1%	4%	-4%	0	-11%	49%[activator]

# Sorted by count of non-hydrogen atoms (low to high): part of the list above
nr	compound	TrxR1 inh	IDH1 R132H inh	TrxR1 substrate	Pin1 inh	USP1-UAF1 inh	Tb PGK inh	PI4K2A inh	GLS inhibitor	HP1b chromo inh
7	O=C(CNC1CCCCC1)N1CCc2ccccc2C1	-17%	-3%	-12%	9%	-2%	7%	6	6%	-10%
23	Cc1cc(/C=C2/NC(=O)NC2=O)c(C)n1-c1ccccn1	-25%	-1%	-14%	-1%	3%	9%	-6	8%	?
14	CN(Cc1nc(Cc2ccccc2F)no1)[C@@H]1CS(=O)(=O)C[C@H]1O	8%	5%	-2%	-3%	2%	2%	3	4%	34%
19	CCOC(=O)c1cccc(NC(=O)C2CCN(S(=O)(=O)c3c(C)noc3/C=C/c3ccc(C)cc3)CC2)c1	20%[57.1 µM]	9%	-1%[57.1 µM]	6%	-23%	i	-6	-5%	25%[57 µM]
